Mtb UGM inh: blocks M. tuberculosis UGM enzyme; 320,000 compounds, 0.06% hits; purified UGM, fluorescence polarization probe displacement; AID 504406; P9WIQ1; inhibition, % at 10 µM; in the data active means inhibition above about 10%, passing the limit was not always enough
Target sequence (P9WIQ1 whole entry, looked up): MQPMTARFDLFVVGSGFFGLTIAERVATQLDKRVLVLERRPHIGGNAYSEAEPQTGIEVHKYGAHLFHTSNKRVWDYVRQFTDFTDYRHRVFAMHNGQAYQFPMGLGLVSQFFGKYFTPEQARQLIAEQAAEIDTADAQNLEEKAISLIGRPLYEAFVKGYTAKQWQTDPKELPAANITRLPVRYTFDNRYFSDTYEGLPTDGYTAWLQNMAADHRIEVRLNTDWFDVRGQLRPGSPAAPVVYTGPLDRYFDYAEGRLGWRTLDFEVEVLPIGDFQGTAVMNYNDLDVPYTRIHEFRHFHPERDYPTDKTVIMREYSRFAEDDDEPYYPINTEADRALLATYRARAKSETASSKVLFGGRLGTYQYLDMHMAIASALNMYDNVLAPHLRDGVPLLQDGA
Rv3671c protease: Rv3671c (M. tuberculosis) protease inhibition; P9WHR9; inhibition, % at 5.96 µM; 320,000 compounds, 0.048% hits; in the data active means inhibition above about 38%;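 further: extracellular domain of Rv3671c used as enzyme; 0% = enzyme with DMSO and 100% = no enzyme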
BioA inh: blocks M. tuberculosis BioA enzyme activity; purified M. tuberculosis BioA enzyme, plate reader; inhibition, % at 9.99 µM; AID 602481; 360,000 compounds, 0.096% hits; in the data active means inhibition above about 40%
MazF activator: increases E. coli MazEF RNase cleavage of RNA; P0AE70; FAM/BHQ RNA-DNA oligo cleavage fluorescence, 5 h; activation, % at 20 µM; 350,000 compounds, 0.32% hits; AID 504720; in the data active means activation above about 50%
Target sequence (P0AE70 whole entry, looked up): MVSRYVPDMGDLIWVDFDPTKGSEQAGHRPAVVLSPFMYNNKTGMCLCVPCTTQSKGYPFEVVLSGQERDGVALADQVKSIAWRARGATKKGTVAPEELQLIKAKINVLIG
FadD28 FP inh: inhibitors of Mycobacterium tuberculosis FadD28 bisubstrate binding; FadD28 bisubstrate probe binding, fluorescence polarization; inhibition, % at 12.5 µM; 360,000 compounds, 0.22% hits; AID 588549; in the data active means inhibition above about 8.5%, passing the limit was not always enough
VHR inh abs: inhibitors of human VHR1 phosphatase (DUSP3) | P51452 | recombinant VHR phosphatase, pNPP absorbance | inhibition, % at 13.3 µM | 290,000 compounds, 0.52% hits; in the data active means inhibition above about 50%; further: some compounds called inactive have numbers as strong as hits
Target sequence (P51452 whole entry, looked up): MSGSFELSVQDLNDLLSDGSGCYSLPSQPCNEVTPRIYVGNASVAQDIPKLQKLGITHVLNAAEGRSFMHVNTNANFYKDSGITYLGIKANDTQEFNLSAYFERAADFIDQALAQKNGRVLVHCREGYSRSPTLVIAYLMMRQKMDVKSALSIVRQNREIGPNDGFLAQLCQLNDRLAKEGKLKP
FBA Mtb inh: inhibitors of M. tuberculosis fructose-bisphosphate aldolase. P9WQA3. purified M. tuberculosis FBA, fluorescence read-out. inhibition, % at 1 µM. 360,000 compounds, 2.3% hits; in the data active means inhibition above about 27%;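 further: 0% = vehicle and 100% = reference inhibitor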
Target sequence (P9WQA3 whole entry, looked up): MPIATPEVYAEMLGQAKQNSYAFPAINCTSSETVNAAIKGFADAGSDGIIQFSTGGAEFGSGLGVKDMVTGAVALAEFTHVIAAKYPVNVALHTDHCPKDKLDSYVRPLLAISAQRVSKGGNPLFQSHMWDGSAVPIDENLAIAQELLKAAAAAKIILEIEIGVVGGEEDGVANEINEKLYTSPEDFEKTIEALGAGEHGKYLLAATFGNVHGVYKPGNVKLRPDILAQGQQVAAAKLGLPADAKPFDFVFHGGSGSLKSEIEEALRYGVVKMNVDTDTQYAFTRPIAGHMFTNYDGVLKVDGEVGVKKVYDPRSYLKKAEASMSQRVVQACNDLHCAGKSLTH
BoNT F protease: blocks Botulinum neurotoxin F light chain protease | Multiplex microsphere protease cleavage assay, flow cytometry | inhibition, % at 10 µM | 360,000 compounds, 0.22% hits | AID 588497; in the data active means inhibition above about 35%, passing the limit was not always enough; further: plate controls were buffer without enzyme for full effect and enzyme alone for no effect
GDH-TPI counter: GDH-TPI coupled enzyme inhibition counter-screen. GDH-TPI coupled enzyme counterscreen, NADH absorbance. inhibition, % at 4.8 µM. 360,000 compounds, 1.2% hits. AID 588335;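 further: 0% = DMSO wells and 100% = wells lacking the enzyme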
CCHFV vOTU inh: blocks the CCHF virus ovarian tumor domain protease; CCHFV vOTU protease, Pep-AMC fluorescence; inhibition, % at 11.5 µM; 370,000 compounds, 0.55% hits; AID 651958; further: 0% = vehicle wells with enzyme and 100% = no enzyme wells
* marks the source's active call; other numbers are inactive results. Unless noted, no stated cut-off is given here; in the data, active means inhibition above about 30%; inactive means the rest.

Results for Cc1cc(N/N=C/c2ccc(F)cc2)nc(NCc2ccccc2)n1 ?
Mtb UGM inh: -0.5; Rv3671c protease: 2; BioA inh: 0.2; MazF activator: 7; FadD28 FP inh: -5.2; VHR inh abs: -2; FBA Mtb inh: 1; BoNT F protease: 17; GDH-TPI counter: -8; CCHFV vOTU inh: -7

Results for Clc1ccccc1Nc1nc(-c2ccncc2)nc2ccccc12 ?
Mtb UGM inh: -0.6; Rv3671c protease: -10; BioA inh: -1.1; MazF activator: -2; FadD28 FP inh: -4.0; VHR inh abs: 24; FBA Mtb inh: -1; BoNT F protease: -40; GDH-TPI counter: 3; CCHFV vOTU inh: -7

Results for CC(=O)c1ccc(Nc2nc(C(N)Cc3ccc(C(F)(F)F)cc3)cs2)cc1 (centres undefined) ?
BioA inh: -2.0; FadD28 FP inh: -8.7; FBA Mtb inh: 3; BoNT F protease: -12; GDH-TPI counter: 5; CCHFV vOTU inh: 4

Results for CC(CCc1ccccc1)NC(=O)COC(=O)C1CCC(C(C)(C)C)CC1 (centres undefined) ?
Mtb UGM inh: 1.7; Rv3671c protease: 0; BioA inh: 0.3; MazF activator: -1; FadD28 FP inh: 0.7; VHR inh abs: 3; FBA Mtb inh: 5; BoNT F protease: -2; GDH-TPI counter: -4; CCHFV vOTU inh: 19

Results for Cc1nc(SCC(=O)NC2CCCC2)[nH]c(=O)c1Cc1ccccc1 ?
Mtb UGM inh: 0.3; Rv3671c protease: -14; MazF activator: 6; FadD28 FP inh: -5.5; VHR inh abs: 24; FBA Mtb inh: -3; BoNT F protease: 13; GDH-TPI counter: -16; CCHFV vOTU inh: -11

How did Nc1ncnc2c1ncn2[C@@H]1O[C@H](CNC(=O)[C@@H]2CCC(=O)N2)[C@@H](O)[C@H]1O do in these assays?
BioA inh: -1.1; MazF activator: 3; FadD28 FP inh: -3.2; FBA Mtb inh: -2; BoNT F protease: -1; GDH-TPI counter: -5

What do the screens show for `COc1ccc(OC)c(NS(=O)(=O)c2ccc(N3CCCC3=O)cc2)c1`?
Mtb UGM inh: 0.9; Rv3671c protease: -2; BioA inh: 0.0; MazF activator: -3; FadD28 FP inh: -0.8; VHR inh abs: 6; FBA Mtb inh: 9; BoNT F protease: -46; GDH-TPI counter: 2; CCHFV vOTU inh: -1

What do the screens show for `O=C1C=C(N2CCCCC2)C2(CCCCC2)O1`?
Mtb UGM inh: -0.5; Rv3671c protease: -6; MazF activator: -3; FadD28 FP inh: 0.6; VHR inh abs: -10; FBA Mtb inh: 0; BoNT F protease: -1; GDH-TPI counter: -3; CCHFV vOTU inh: 0

What do the screens show for `O=C1NC2(CCCCCC2)C(=O)N1Cc1c(F)cccc1Cl`?
Mtb UGM inh: -4.7; Rv3671c protease: -5; BioA inh: -0.8; MazF activator: 2; VHR inh abs: 2; FBA Mtb inh: 9; BoNT F protease: 9; GDH-TPI counter: 8; CCHFV vOTU inh: -4

How did COc1cccc(NC(=O)CN(C)C(=O)CCCNC(=O)c2ccc(Cl)cc2)c1 do in these assays?
Mtb UGM inh: 3.5; Rv3671c protease: 0; BioA inh: 0.8; MazF activator: 6; FadD28 FP inh: -0.5; FBA Mtb inh: -3; BoNT F protease: -1; GDH-TPI counter: 3; CCHFV vOTU inh: 3

What do the screens show for `O=C1N=C(N2CCC(Cc3ccccc3)CC2)S/C1=C/c1cn[nH]c1-c1ccccc1`?
Mtb UGM inh: 1.6; Rv3671c protease: -78; BioA inh: -2.1; MazF activator: -16; FadD28 FP inh: -2.8; VHR inh abs: 20; FBA Mtb inh: 1; BoNT F protease: 4; GDH-TPI counter: 22; CCHFV vOTU inh: 8

Results for CCc1ccc2[nH]c3nc(SCCN4CCOCC4)nnc3c2c1 ?
Mtb UGM inh: 2.5; Rv3671c protease: -1; BioA inh: -0.3; MazF activator: 7; FadD28 FP inh: -1.8; VHR inh abs: -2; FBA Mtb inh: 0; BoNT F protease: 15; GDH-TPI counter: 21; CCHFV vOTU inh: 8

What do the screens show for `Cc1cccc(NC(=O)CCCSc2nc3ccccc3[nH]2)c1`?
Mtb UGM inh: 5.5; Rv3671c protease: 6; MazF activator: 7; FadD28 FP inh: -2.2; VHR inh abs: -10; FBA Mtb inh: 3; BoNT F protease: -3; GDH-TPI counter: 8; CCHFV vOTU inh: -5

Results for CC(C)CN(C(=O)CN(C)C(=O)Cc1c(F)cccc1Cl)c1c(N)n(CC(C)C)c(=O)[nH]c1=O ?
BioA inh: 0.4; MazF activator: -18; FadD28 FP inh: -2.3; FBA Mtb inh: 2; BoNT F protease: -9; GDH-TPI counter: 14; CCHFV vOTU inh: 0

Results for Cc1cc(C(=O)Cn2nc(C(=O)O)c3ccccc3c2=O)c(C)n1CCc1ccc(Cl)cc1 ?
Mtb UGM inh: -0.8; Rv3671c protease: -23; MazF activator: -61; FadD28 FP inh: -3.3; VHR inh abs: 14; FBA Mtb inh: 0; BoNT F protease: -6; GDH-TPI counter: 1; CCHFV vOTU inh: -1

What do the screens show for `CCN1C(=O)C(=O)N(CC(=O)N2CCN(c3ccccc3)CC2)C1=O`?
Mtb UGM inh: -0.9; Rv3671c protease: 3; MazF activator: -2; FadD28 FP inh: -0.8; FBA Mtb inh: 0; BoNT F protease: 7; GDH-TPI counter: 7; CCHFV vOTU inh: -9

How did Nc1ccccc1N1CCN(C(=O)c2ccccc2)CC1 do in these assays?
Mtb UGM inh: 3.7; Rv3671c protease: -2; BioA inh: 0.4; MazF activator: 4; FadD28 FP inh: -2.2; VHR inh abs: 8; FBA Mtb inh: 1; BoNT F protease: -2; GDH-TPI counter: -6; CCHFV vOTU inh: -7

Results for COc1ccc([C@H]2CC(=O)C=C(/C=C/c3ccccc3)C2)cc1OC ?
Mtb UGM inh: 3.0; Rv3671c protease: -3; BioA inh: 2.7; MazF activator: -9; FadD28 FP inh: -3.6; FBA Mtb inh: -3; BoNT F protease: -9; GDH-TPI counter: 38*; CCHFV vOTU inh: 30*

What do the screens show for `CCOC(=O)C(C(=O)OCC)c1cc(Br)c2noc3c2c1C(=O)c1ccccc1-3`?
Mtb UGM inh: -0.2; Rv3671c protease: -1; MazF activator: 178*; FadD28 FP inh: 2.9; VHR inh abs: 0; FBA Mtb inh: 4; BoNT F protease: -6; GDH-TPI counter: 2; CCHFV vOTU inh: 35*

Results for O=C(Nc1ccccc1F)c1csc(COCCO)n1 ?
BioA inh: -0.6; FadD28 FP inh: -1.8; FBA Mtb inh: -1; BoNT F protease: -2; GDH-TPI counter: 8; CCHFV vOTU inh: -2

Results for O=C1COc2ccc(C(=O)COC(=O)c3ccc(Cl)cc3[N+](=O)[O-])cc2N1 ?
Rv3671c protease: 7; BioA inh: -0.2; MazF activator: 20; FadD28 FP inh: -2.6; FBA Mtb inh: 3; BoNT F protease: -13; GDH-TPI counter: -5; CCHFV vOTU inh: 11

Results for O=C(CN1CCN(c2ccc(Cl)cc2)CC1)c1ccccc1 ?
Mtb UGM inh: 0.0; Rv3671c protease: 0; BioA inh: 1.0; MazF activator: -7; FadD28 FP inh: 1.4; VHR inh abs: 26; FBA Mtb inh: 0; BoNT F protease: -21; GDH-TPI counter: 5; CCHFV vOTU inh: -8

Results for CCOc1ccccc1CN1CCC(O)CC1 ?
Mtb UGM inh: 1.0; Rv3671c protease: 4; BioA inh: 0.1; MazF activator: 5; FadD28 FP inh: 0.1; VHR inh abs: 8; FBA Mtb inh: 2; BoNT F protease: 12; GDH-TPI counter: 10; CCHFV vOTU inh: -1

Results for CC1(C)NC(=O)N(CCCCSc2ccc(Cl)cc2)C1=O ?
Mtb UGM inh: -0.3; Rv3671c protease: 1; BioA inh: 0.1; MazF activator: 9; FadD28 FP inh: -1.0; VHR inh abs: 30; FBA Mtb inh: -1; BoNT F protease: 4; GDH-TPI counter: 8; CCHFV vOTU inh: 2

What do the screens show for `O=C(COC(=O)C1COc2ccccc2O1)Nc1ccc2c(c1)CCC2` (centres undefined)?
Mtb UGM inh: -2.3; Rv3671c protease: 5; BioA inh: 0.5; MazF activator: 2; FadD28 FP inh: -1.2; VHR inh abs: 8; FBA Mtb inh: 3; BoNT F protease: -2; GDH-TPI counter: -4; CCHFV vOTU inh: 8

What do the screens show for `O=C(O)CSc1ccc2ccccc2n1`?
Mtb UGM inh: 2.0; Rv3671c protease: 4; BioA inh: -0.8; MazF activator: -1; FadD28 FP inh: 1.3; VHR inh abs: -18; FBA Mtb inh: 8; BoNT F protease: -3; GDH-TPI counter: 24; CCHFV vOTU inh: 6

How did COc1cccc(-n2c(SCC(=O)NCc3ccco3)nnc2-c2c[nH]c3ccccc23)c1 do in these assays?
Mtb UGM inh: 0.4; Rv3671c protease: 0; BioA inh: 1.6; MazF activator: 14; FadD28 FP inh: -0.6; VHR inh abs: 19; FBA Mtb inh: 0; BoNT F protease: -5; GDH-TPI counter: -6; CCHFV vOTU inh: -1

Results for Cc1ccc2c(C)c(C(=O)NCc3ccc(S(N)(=O)=O)cc3)oc2c1C ?
Mtb UGM inh: 0.7; Rv3671c protease: -16; MazF activator: -10; FadD28 FP inh: -0.9; VHR inh abs: 18; FBA Mtb inh: 7; BoNT F protease: 8; GDH-TPI counter: 0; CCHFV vOTU inh: 19

Results for Cc1cc(C)cc(NC(=O)Cn2cnc3c(nnn3Cc3ccc(F)cc3)c2=O)c1 ?
Mtb UGM inh: 1.5; Rv3671c protease: -8; MazF activator: -38; FadD28 FP inh: -1.6; VHR inh abs: 14; FBA Mtb inh: 1; BoNT F protease: -3; GDH-TPI counter: 1; CCHFV vOTU inh: -5

How did COCCCN1CC(=O)N2Cc3[nH]c4ccccc4c3C[C@H]2C1=O do in these assays?
Mtb UGM inh: -1.4; Rv3671c protease: 8; BioA inh: 0.4; MazF activator: 1; FadD28 FP inh: 0.4; VHR inh abs: 27; FBA Mtb inh: 8; BoNT F protease: 12; GDH-TPI counter: 17; CCHFV vOTU inh: 4

Results for CCC(C)Nc1nc(OC)nc(N(C)C#N)n1 (centres undefined) ?
Mtb UGM inh: 0.9; Rv3671c protease: -9; BioA inh: -0.4; MazF activator: -4; FadD28 FP inh: 0.6; VHR inh abs: 29; FBA Mtb inh: 3; BoNT F protease: 4; GDH-TPI counter: -1; CCHFV vOTU inh: 7

How did COc1cccc(C(=O)Nc2cccnc2)c1OC do in these assays?
Mtb UGM inh: 0.0; Rv3671c protease: 17; BioA inh: 4.1; MazF activator: 7; FadD28 FP inh: -2.9; VHR inh abs: 9; FBA Mtb inh: 1; BoNT F protease: -4; GDH-TPI counter: 1; CCHFV vOTU inh: 4

What do the screens show for `C=CCN=c1scc(-c2ccc3c(c2)NC(=O)CO3)n1/N=C(\C)c1ccccn1`?
MazF activator: 6; FadD28 FP inh: 0.4; VHR inh abs: 30; FBA Mtb inh: 2; BoNT F protease: -2; GDH-TPI counter: 7; CCHFV vOTU inh: 15

What do the screens show for `COc1ccc(NC2=NCC(C)S2)cc1` (centres undefined)?
Mtb UGM inh: -0.4; Rv3671c protease: -7; BioA inh: 1.3; MazF activator: 0; FadD28 FP inh: -0.4; VHR inh abs: 11; FBA Mtb inh: 3; BoNT F protease: -2; GDH-TPI counter: 3; CCHFV vOTU inh: 8

Three compounds already listed, arranged by SMILES length, descending.
How did COc1cccc(-n2c(SCC(=O)NCc3ccco3)nnc2-c2c[nH]c3ccccc23)c1 do in these assays?
Mtb UGM inh: 0.4; Rv3671c protease: 0; BioA inh: 1.6; MazF activator: 14; FadD28 FP inh: -0.6; VHR inh abs: 19; FBA Mtb inh: 0; BoNT F protease: -5; GDH-TPI counter: -6; CCHFV vOTU inh: -1

Results for Cc1ccc2c(C)c(C(=O)NCc3ccc(S(N)(=O)=O)cc3)oc2c1C ?
Mtb UGM inh: 0.7; Rv3671c protease: -16; MazF activator: -10; FadD28 FP inh: -0.9; VHR inh abs: 18; FBA Mtb inh: 7; BoNT F protease: 8; GDH-TPI counter: 0; CCHFV vOTU inh: 19

What do the screens show for `O=C(COC(=O)C1COc2ccccc2O1)Nc1ccc2c(c1)CCC2` (centres undefined)?
Mtb UGM inh: -2.3; Rv3671c protease: 5; BioA inh: 0.5; MazF activator: 2; FadD28 FP inh: -1.2; VHR inh abs: 8; FBA Mtb inh: 3; BoNT F protease: -2; GDH-TPI counter: -4; CCHFV vOTU inh: 8

Random draw from the library; about 4.9% have a hit in one of these screens.
